# Compound activity as filed in PubChem BioAssay.
# FBPA Giardia inh = Giardia lamblia aldolase inhibition; A8B2U2; purified Giardia FBPA; 290,000 tested, 0.71% active; AID 2451; Potency, µM (series often up to 59.6 µM), for inactives: top-dose activity, negative = inhibition, hits mostly inhibitors; also: potency is read from the fitted curve at half-maximal effect; nearly all actives have a fitted effect of over 55% in size
# Target sequence (A8B2U2 whole entry, looked up): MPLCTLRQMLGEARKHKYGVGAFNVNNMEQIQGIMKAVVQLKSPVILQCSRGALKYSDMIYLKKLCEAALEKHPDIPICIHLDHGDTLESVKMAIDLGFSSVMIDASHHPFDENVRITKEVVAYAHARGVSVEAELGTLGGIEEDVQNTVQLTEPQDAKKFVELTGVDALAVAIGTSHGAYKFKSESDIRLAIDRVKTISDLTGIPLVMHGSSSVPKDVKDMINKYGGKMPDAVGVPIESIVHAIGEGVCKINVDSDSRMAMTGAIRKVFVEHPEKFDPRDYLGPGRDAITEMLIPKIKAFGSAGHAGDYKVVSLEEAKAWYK
#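 Giardia FBPA (40 nM reagent) was preincubated 10 min at RT with compound (up to 57.5 uM final), then substrate plus GAPDH/TPI/NAD/arsenate coupling system with diaphorase/resazurin was added; resorufin fluorescence (525/598 nm) was read after 20 min.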
# AMA1 RON2 block = inhibitors of Plasmodium falciparum AMA1-RON2 interaction; AlphaScreen AMA1-biotinylated RON2 peptide binding; Potency, µM (series often up to 58.2 µM), inactives show top-dose activity change, negative = inhibition, usual class: inhibitors; 360,000 tested, 0.2% active;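 also: potency is read from the fitted curve at half-maximal effect; 0% = vehicle wells and -100% = peptide control; nearly all actives have a fitted effect of over 45% in size; some results filed as inactive show a strong effect at the top dose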
#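 AMA1 (3D7) with his tag at 25 nM final met compounds first, then biotinylated RON2 peptide at 25 nM; detection used donor plus acceptor beads, 10 µg/mL apiece, read by AlphaScreen after 30 min at room temperature.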
# AmpC inh detg = inhibitors of E. coli AmpC beta-lactamase with detergent; 370,000 tested, 0.041% active; AmpC hydrolysis of nitrocefin, absorbance 480 nm, 0.01% Triton; P00811; Potency, µM (doses to about 114 µM), inactives show at the top dose activity change, negative = inhibition, actives largely listed as inhibitors;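 also: potency is read from the fitted curve at half-maximal effect; 0% = no-compound wells and -100% = no-enzyme wells; nearly all actives have a fitted effect of over 25% in size; some results filed as inactive show a strong effect at the top dose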
# Target sequence (P00811 whole entry, looked up): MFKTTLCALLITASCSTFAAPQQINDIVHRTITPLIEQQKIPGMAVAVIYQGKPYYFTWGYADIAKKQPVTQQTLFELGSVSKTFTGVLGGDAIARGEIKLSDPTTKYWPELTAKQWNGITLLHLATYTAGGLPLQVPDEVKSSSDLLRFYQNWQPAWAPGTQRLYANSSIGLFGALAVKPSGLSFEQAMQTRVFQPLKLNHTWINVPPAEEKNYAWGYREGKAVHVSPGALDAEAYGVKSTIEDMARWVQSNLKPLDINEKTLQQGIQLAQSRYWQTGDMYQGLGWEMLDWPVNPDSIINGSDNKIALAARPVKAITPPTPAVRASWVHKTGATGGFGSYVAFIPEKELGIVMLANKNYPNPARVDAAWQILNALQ
#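 AmpC (5.3 nM in the dispensed reagent) in 20 mM phosphate pH 7.0 with 0.01% (detergent screen) or 0.0001% Triton X-100 was preincubated with compounds for 15 min at room temperature. Nitrocefin was then added from an 800 uM solution, and hydrolysis was followed at 480 nm.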
# Sm TGR block = inhibitors of Schistosoma mansoni thioredoxin glutathione reductase. purified TGR, DTNB reduction, TNB absorbance 405 nm. Potency, µM (series often up to 114 µM), without a hit: at the highest dose activity change, negative = inhibition, hits mostly inhibitors. 360,000 tested, 3% active; also: potency is read from the fitted curve at half-maximal effect; nearly all actives have a fitted effect of over 60% in size
#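 First, TGR (20 nM dispensed) and NADPH were mixed with compound. Second, a 15 min room-temperature incubation followed. Third, further NADPH and then DTNB were added to start the reaction. Finally, TNB absorbance was monitored kinetically.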
# HCMV inh = human cytomegalovirus inhibition. AID 1259415. 410,000 tested, 4.5% active. activity change, negative = inhibition, % at 57.5 µM. HFF cells, HCMV-luciferase reporter, 72 h; stronger effect = lower value; in the data active = activity change below about -60%; inconclusive = no clear call, values can overlap the other calls; inactive = above about -39%
#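 Steps: HFFs plated, 16 h 37C; compounds added; HCMV-luciferase added to MOI 1 PFU/cell; 72 h 37C; OneGlo reagent, 5 min room temperature; luminescence read, normalized to controls.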
# HCV inh = inhibitors of hepatitis C virus infection; Huh7.5.1 HCVcc-Cre infection, luciferase reporter, 44 h; 340,000 tested, 3.4% active; Potency, µM (highest dose often 41.8 µM), without a hit: at the top dose activity change, negative = inhibition, actives largely listed as inhibitors; also: potency is read from the fitted curve at half-maximal effect
#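 Infectious HCVcc-Cre (~0.5 moi) was added to cells just after compound, with cells seeded 4 h earlier at 1,000 per well. Luciferase activity after 44 h culture reported infection; substrate was incubated 15 min at room temperature before reading.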
# * marks the source's active call; other numbers are inactive results; u = inconclusive; x = not tested or not shown; + = active, no number; [ ] = remark or other dose. Unless noted, calls follow the shape of the dose curve; as a rule, active = well fitted curve in the direction sought with a large enough effect; inconclusive = small, poorly fitted or top-dose-only effect, or another doubt; inactive = no such curve, though single readings can be large; an effect the other way counts as inactive or inconclusive. Unless noted, % is scaled to controls: 0 for no effect and ±100 for the full control effect.
# Values run as follows: FBPA Giardia inh | AMA1 RON2 block | AmpC inh detg | Sm TGR block | HCMV inh | HCV inh
CC(NC(=O)c1ccc(N(C)C)cc1)C1CC2CCC1C2 (stereo not given)
  -3% | 0% | -1% | 2% | 6 | 18%
COCCNC(=S)N(C)C1(c2ccccc2Cl)CCCCC1=O (stereo not given)
  -1% | 9% | 5% | 1% | -33 | 8%
O=S(=O)(NCCS(=O)(=O)N1CCN(c2ccccc2)CC1)c1ccc(Br)cc1
  x | x | 28% | 2% | -29 | x
Nc1ccc(C(=O)NCCCSc2ccccc2)cc1[N+](=O)[O-]
  1% | -5% | 4% | -11% | -33 | -9%
Cc1cc(=O)[nH]c(-n2[nH]c(C)cc2=O)n1
  u | 0% | 0% | -18% | 16 | 0%
O=C(Nc1c(F)c(F)c(F)c(F)c1F)C1CCCCC1
  0% | 4% | -16% | -3% | -10 | 0%
Cc1ccc(C(=O)OCC(=O)Nc2ccc(N(C)C)cc2)cc1NC(=O)c1ccco1
  -13% | -7% | 4% | 1% | 4 | 4%
O=C(CCCN1C(=O)/C(=C/c2cccc(Br)c2)SC1=S)Nc1ccccn1
  11% | -17% | -5% | -7% | -101* | 11µM*
C=C1CC[C@@]23CC[C@]4(C)[C@@](OC2=O)([C@@H]3C1)[C@H]1O[C@H]1C1[C@@]2(C)CC[C@H](O)C(C)(C)C2CC[C@]14C (stereo not given in full)
  x | -14% | 1% | -13% | x | 9%
COc1cc(Cl)c(C)cc1NC(=O)COC(=O)C1=NN(c2ccccc2)C(=O)CC1
  x | 9% | x | x | 43 | 5%
COc1cccc(-c2nnc(-c3cc4cc(Cl)ccc4oc3=O)o2)c1
  x | x | 10% | -1% | 13 | x
O=C(NNc1ncnc2c1cnn2-c1cccc(Cl)c1)c1ccco1
  7% | 129%[activator] | -11% | -7% | 6 | 5%
COc1cc2c(cc1NS(=O)(=O)c1cccc(C#N)c1)n(C)c(=O)n2C
  x | x | 10% | -10% | 10 | x
CC(=O)Nc1ccc(S(=O)(=O)N2CCC(c3nnnn3-c3ccccc3)CC2)cc1
  x | x | 9% | -2% | -19 | x
CCN1CCN(Cc2ccc(NC(=O)Nc3ccccc3)cc2)CC1
  2% | 0% | u | u | x | -1%
COc1ccc(CCNC(=S)NC(=O)c2cccc([N+](=O)[O-])c2)cc1OC
  x | 23% | u | 1% | 13 | u
COC(=O)C1(Cc2ccccc2)NC(c2ccc(F)cc2)C2C(=O)N(C)C(=O)C21 (stereo not given)
  -1% | -4% | 6% | 9% | 58 | 26%
CN(C)/N=C/c1cc([N+](=O)[O-])ccc1O
  -1% | 67%[activator] | -1% | -10% | -2 | 7%
Cc1ccc(CN2CC(C(=O)Nc3cc(C)ccn3)CC2=O)cc1 (stereo not given)
  x | -1% | u | 3% | 35 | 4%[8.37 µM]
COC(=O)COc1ccc(S(=O)(=O)N2CCN(c3ccc(F)cc3)CC2)cc1
  1% | -2% | -8% | 1% | 0 | 24%

# The list goes on; it opens with the 4 that closed the last part.
# Values run as follows: FBPA Giardia inh | AMA1 RON2 block | AmpC inh detg | Sm TGR block | HCMV inh | HCV inh
COC(=O)C1(Cc2ccccc2)NC(c2ccc(F)cc2)C2C(=O)N(C)C(=O)C21 (stereo not given)
  -1% | -4% | 6% | 9% | 58 | 26%
CN(C)/N=C/c1cc([N+](=O)[O-])ccc1O
  -1% | 67%[activator] | -1% | -10% | -2 | 7%
Cc1ccc(CN2CC(C(=O)Nc3cc(C)ccn3)CC2=O)cc1 (stereo not given)
  x | -1% | u | 3% | 35 | 4%[8.37 µM]
COC(=O)COc1ccc(S(=O)(=O)N2CCN(c3ccc(F)cc3)CC2)cc1
  1% | -2% | -8% | 1% | 0 | 24%
O=C(COC(=O)c1cccnc1Cl)NCc1cccs1
  5% | 10% | -2% | 0% | -5 | 25%
CC(=O)N1CCN(S(=O)(=O)c2cccc(C(=O)OCc3cccc(F)c3)c2)CC1
  x | 27% | -4% | 1% | 0 | u
COCC(=O)OCc1cc2cccc(C)c2[nH]c1=O
  2% | 18% | 0% | -1% | 3 | 5%
Nc1c(C(=O)N2CCCC2)sc2nc3c(cc12)CCCCCC3
  0% | 5% | -6% | -8% | 38 | -1%
COc1ccc(S(=O)(=O)N2CCCCCC2)cc1C(=O)NCc1ccc(C)cc1
  x | 15% | -2% | -9% | 0 | -25%
CCN(CC(=O)NC1CC1)S(=O)(=O)c1ccc(C)cc1
  x | 8% | 3% | -21% | u | 4%
CC(C)C(=O)NCCc1nc2ccccc2n1CCCOc1ccc(Cl)cc1
  -4% | -2% | 1% | 16% | -13 | -18%
CSc1ccc(Cl)c(C(=O)NCCCn2ccnc2)c1
  7% | -5% | -2% | 0% | -20 | -14%
CCN(CC(=O)Nc1ccc(NC(C)=O)cc1)C(=O)C1CC(=O)N(CCc2ccc(OC)c(OC)c2)C1 (stereo not given)
  x | 85%[activator] | -2% | -4% | -6 | 33%[activator]
CCOc1cc(C(=O)NCc2ccc(F)cc2)ccc1OCC(=O)N1CCCCC1
  x | -3% | -5% | 4% | -2 | -10%
Cc1ccc(C(C)C)cc1OCC(=O)NCCCn1ccnc1
  x | 0% | x | x | 4 | 4%
O=C(N/N=C\C1C(=O)NC(=S)N(c2ccccc2)C1=O)c1ccc(O)cc1 (stereo not given)
  u | 5% | 7% | -22% | -30 | 8%
O=C(O)Cc1nc2nc3c(c(=O)n2[nH]1)CCCC3
  u | -3% | -7% | 1% | 6 | 17%
CCC(CC)C(=O)Nc1c2c(nn1-c1ccc(F)cc1)CS(=O)(=O)C2
  2% | -8% | -7% | 4% | -18 | 7%
CCOc1ccc(CN(C)C(=O)CCl)cc1
  3% | -7% | u | 16µM* | -30 | u
CCOC(=O)CSc1nc2cc(C(=O)N3CCCC3)ccc2c(=O)n1Cc1ccccc1
  1% | -10% | 5% | 22% | -17 | u
S=C1NCCc2ccccc2C1c1ccccc1 (stereo not given)
  -24% | 36%[activator] | 0% | -2% | 32 | -7%
CN(C)S(=O)(=O)c1ccc(Cl)c(NC(=O)CN2CCCC2)c1
  2% | 8% | 1% | -5% | 11 | u
COc1ccccc1-c1cccc([C@@H]2C[C@H]3[C@@H](CN2)CON3C)c1
  x | 0% | x | x | -8 | -9%[8.37 µM]
O=C(CCc1nnc(CCCCc2ccccc2)o1)N1CCCC(O)C1 (stereo not given)
  5% | -5% | 2% | -4% | -31 | -5%
CC(C)c1c(O)nc(SCCN(C)C)[nH]c1=O
  -4% | -17% | -13% | 18%[11.4 µM] | 18 | 3%
CCOC(=O)N1CCN(C(=O)COC(=O)CNC(=O)c2ccc(C)cc2)CC1
  x | 21% | u | 4% | -1 | 7%
N#Cc1c(-c2ccccc2)cc(-c2ccccc2)nc1SCC(O)CS(=O)(=O)Cc1ccccc1 (stereo not given)
  x | x | -7% | 1% | -10 | x
FC(F)(F)c1cccc(NC(=S)NNC(=S)NCc2ccccc2)c1
  15% | -7% | -6% | 6% | 20 | 22%
CC1CCCC(NC(=O)CSc2nncs2)C1C (stereo not given)
  x | -5% | -16% | 7% | -22 | 15%
NC(=O)CC(NC(=S)NCc1ccccc1)C(=O)O (stereo not given)
  -12% | 58%[activator] | 2% | 11% | -8 | 11%
CC(=O)Nc1sc2c(c1C#N)CCN(Cc1ccccc1)C2
  u | 0% | u | -7% | 5 | 21%
CC(C)(C)NC(=S)NCc1ccc2c(c1)OCO2
  -2% | 0% | 2% | 7% | 24 | 2%
CCOc1ccc(NC(=O)C2CCCN(S(=O)(=O)c3cccc4nsnc34)C2)cc1 (stereo not given)
  6% | -6% | 1% | 0% | -29 | -2%
O=c1cc(-c2ccc(OCc3ccccc3)cc2)oc2cc(OCc3ccccc3)cc(OCc3ccccc3)c12
  x | -7% | x | x | -16 | u

# Next structures
compound | FBPA Giardia inh | AMA1 RON2 block | AmpC inh detg | Sm TGR block | HCMV inh | HCV inh
CC(NC(=O)c1c(O)c2ccccc2n(C)c1=O)c1ccccc1 (stereo not given) | -11% | 61%[activator] | -17% | 2% | 51 | u
COc1ccc(Nc2cccc(Cl)c2)c(C(=O)O)c1 | -2% | -3% | 7% | 7% | 6 | -15%
CC(=O)Nc1nnc(-c2ccc(Cl)s2)o1 | -6% | 67%[activator] | 5% | 6% | 10 | -16%
COc1ccc(/C=N/N2C(C)CCCC2C)cc1O (stereo not given) | -3% | -5% | -9% | -12% | -10 | -15%
Cc1cccc(C)c1NC(=O)CSc1n[nH]c(=O)n1C1CC1 | x | -5% | x | x | 0 | -13%
CCn1cc(C(=O)N[C@@H](CCSC)C(=O)NCCN2CCOCC2)c(=O)c2cc3c(cc21)OCO3 | x | 52%[activator] | 0% | -3% | + | 12%
O=C(N/N=C1\CCS(=O)(=O)c2ccc(F)cc21)c1ccc([N+](=O)[O-])cc1 | -2% | 1% | 5% | -1% | -4 | -10%
CN(c1ccc(Cl)cc1)c1cc(=O)n(C)c2ccccc12 | -3% | 5% | u | 4% | 81 | 10µM*
S=c1nc2[nH]c3ccccc3c2n[nH]1 | x | 73%[activator] | x | x | 23 | 7%
COc1cc(/C=N/NC(=O)COc2ccccc2C)ccc1OC(=O)c1cccs1 | 7% | -1% | -12% | 14% | -4 | 2%
Cc1cccc(NC(=O)c2cc(Cl)nc3ccccc23)c1 | 1% | 11% | -2% | 13% | -3 | -5%
Cc1cc2n(n1)C(c1ccc3c(c1)OCO3)Nc1ccccc1-2 (stereo not given) | -3% | 9% | -13% | -13% | 47 | u
CC1CCN(S(=O)(=O)CCNC(=O)c2ccc(F)cc2)CC1 | x | 10% | 2% | -4% | -30 | -10%
O=C(CSc1nnc(CN2CCCC2)n1-c1ccc(F)cc1)c1ccc2c(c1)OCO2 | x | -5% | u | -27% | -37 | -6%
CC(=O)C1=C(C)NC(=O)CC1c1ccc(Br)cc1 (stereo not given) | 1% | 26% | 0% | -2% | -37 | 28%
O=C(NCc1cccnc1)c1noc2c1CCCC2 | 0% | 15% | 1% | 12% | 69 | 14%
CCc1nc(Nc2ccc(OC)cc2OC)c2oc3ccccc3c2n1 | -10% | 7% | 4% | 7% | -14 | u
O=[N+]([O-])c1ccc(N2CCC(O)CC2)nc1 | 1% | 23% | -1% | 9% | -34 | -20%
CC(C)NS(=O)(=O)c1ccc(OCC(=O)Nc2cccc(F)c2)cc1 | 1% | -1% | -4% | 0% | 29 | -27%
COc1ccccc1NC(=O)c1nc(SCc2ccc(F)cc2)ncc1Cl | x | x | 21% | u | 18 | x
COc1ccc(NC(=O)CN(C)C(=O)Cn2c(=O)oc3ccccc32)cc1 | x | 2% | u | -5% | -17 | 9%
CCCc1cc(=O)oc2cc(OCC(=O)NC(Cc3c[nH]c4ccc(O)cc34)C(=O)O)c(Cl)cc12 (stereo not given) | -14% | 5% | u | -5% | -16 | 17%
Nc1cccc(-c2ccc(CO)o2)c1 | 0% | 6% | 7% | 5% | 3 | 7%
COc1ccc(C(=O)NNC(=O)CSc2nnc(C)n2C)cc1 | 1% | 8% | 3% | x | u | -4%
